# hERG WT inh – KCNH2 (human, wildtype) channel inhibition | 0.37% of 340,000 active | Q12809 | AID 720551 | activity change, % at 1.84 µM | U2OS, BacMam KCNH2, thallium flux FluxOr; active compounds read low;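 active = maximum activity change below -70%; inconclusive = maximum activity change between -70% and -50%; inactive = maximum activity change above -50%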; note: % is set by controls: 0 for no effect and ±100 for the full control effect
#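 U2OS cells were transduced with wild-type KCNH2 virus (2.03 x 10^8 / mL) for 4 h at room temperature, then cultured overnight at 37 C. Thallium flux was read with FluxOr dye. Rate constants were normalized to DMSO controls.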
# Giardia kill – kills Giardia lamblia. activity change, % at 7.66 µM, hits read low. 0.15% of 340,000 active. Giardia lamblia trophozoite viability; in the data active = activity change below about -80%; inconclusive = between about -30% and that limit;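 note: parasites exposed to compound for two days anaerobically before the ATP read; % is set by controls: 0 for no effect and ±100 for the full control effect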
#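 ATP-content bioluminescence gauges trophozoite survival. Cells (100/well) receive compound and incubate anaerobically for 48 hrs at 37 deg C; detection reagent follows for 15-30 min at room temperature.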
# CXXC DNA block – MLL CXXC-DNA interaction inhibition; Q03164; Potency, µM (titrated, usually from 115 µM), without a hit: top-dose activity change, negative = inhibition, actives largely listed as inhibitors; MLL-CXXC / FITC-HOXA9 DNA fluorescence polarization; 0.037% of 290,000 active; AID 2662; active = well fitted inhibition curve with a large enough effect in the polarisation, with a control signal flat, not every such curve was filed as active; inconclusive = small, poorly fitted or top-dose-only effect, or effect the other way, or a change in a side signal; inactive = no such curve, though single readings can be large or run the other way; the % refers to the polarisation; note: potency is the fitted concentration of half-maximal effect
#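 Purified MLL-CXXC (added from a 7 uM solution) was preincubated 5 min at ambient with pinned compounds in 50 mM Tris-HCl pH 7.5, 50 mM NaCl, 1 mM DTT, 0.05% BSA. Fluorescein-labeled HOX-A9 DNA (50 nM solution) followed, 30 min, then polarization read.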
# USP2a inh – inhibitors of human ubiquitin-specific protease USP2a; O75604; USP2 core, Ub-CHOP2 coupled fluorogenic reporter, 485/531; Potency, µM (doses to about 38.3 µM), for the others: at the top dose activity change, negative = inhibition, usual class: inhibitors; 0.01% of 330,000 active; AID 463254;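 note: potency is the fitted concentration of half-maximal effect; plate controls were DMSO wells for no effect and full inhibition by NEM control for full effect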
#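 USP2 core (10nM final) preincubated 30min RT with compound in 20mM Tris-HCl pH 8.0, 2mM CaCl2, 2mM beta-mercaptoethanol, 0.05% CHAPS; 25nM Ub-CHOP2 plus 25nM reporter substrate added, fluorescence (Ex485/Em531) read after 60min.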
# PKM2 activator – increases activity of human pyruvate kinase M2. P14618. purified PKM2, Kinase-Glo ATP luminescence, activation; response scale: 0% is enzyme alone, no compound. Potency, µM (doses to about 57.5 µM), for the others: top-dose activation, hits mostly activators. 0.34% of 260,000 active. AID 1631; note: potency is the fitted concentration of half-maximal effect; % is set by controls: 0 for no effect and ±100 for the full control effect; nearly all actives have a fitted effect of over 55% in size
# Target sequence (P14618 whole entry, looked up): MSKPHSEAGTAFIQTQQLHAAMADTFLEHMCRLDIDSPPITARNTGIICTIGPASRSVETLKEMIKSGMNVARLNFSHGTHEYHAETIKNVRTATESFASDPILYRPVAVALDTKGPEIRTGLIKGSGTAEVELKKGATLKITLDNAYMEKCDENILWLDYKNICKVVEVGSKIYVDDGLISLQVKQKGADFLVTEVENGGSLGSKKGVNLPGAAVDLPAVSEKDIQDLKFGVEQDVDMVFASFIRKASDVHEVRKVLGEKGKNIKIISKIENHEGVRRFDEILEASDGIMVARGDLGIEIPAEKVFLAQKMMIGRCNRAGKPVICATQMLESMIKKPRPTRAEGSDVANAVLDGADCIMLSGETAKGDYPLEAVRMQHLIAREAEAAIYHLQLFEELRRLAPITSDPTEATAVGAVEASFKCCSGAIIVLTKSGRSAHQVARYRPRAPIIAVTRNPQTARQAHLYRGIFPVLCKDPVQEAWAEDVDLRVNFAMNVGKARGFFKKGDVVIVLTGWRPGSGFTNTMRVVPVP
#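 Purified hPK-M2 (>95% pure) converted ADP (0.1 mM final) to ATP with 0.5 mM PEP in 50 mM imidazole pH7.2, KCl, MgCl2, Tween 20, BSA; 1 h at room temperature. ATP detected by Kinase-Glo luminescence.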
# B2AR arrestin – recruits beta-arrestin to the human beta2-adrenergic receptor; P07550; beta-arrestin recruitment to beta2AR, cell-based reporter; Potency, µM (highest dose often 46.1 µM), without a hit: at the top dose activation, most hits filed as activators; 0.02% of 330,000 active;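 note: potency is the fitted concentration of half-maximal effect; 0% = DMSO controls and full agonism = EC100 isoproterenol or metaproterenol; nearly all actives have a fitted effect of over 65% in size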
# KCNH2 3.1 inh – blocks the human KCNH2 3.1 channel isoform; U2OS KCNH2 3.1, thallium flux FluxOr; active compounds read low; activity change, % (tested at about 1.8 µM); 0.95% of 340,000 active; AID 720553;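 active = maximum activity change below -70%; inconclusive = maximum activity change from -70% to -50%; inactive = maximum activity change above -50%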;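 note: thallium influx rate constant from kinetic fluorescence after stimulation buffer; % is set by controls: 0 for no effect and ±100 for the full control effect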
#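 Steps: virus added to U2OS suspension (4 h, RT, dark); medium with 10% FBS added, cells plated, 37 C overnight; FluxOr/Red40 loading buffer 45 min RT; stimulation buffer, 2 min kinetic read; rate constant normalized.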
# Menin MLL FP TR – menin-MLL binding inhibition, Texas Red mutant peptide | O00255 | Menin + Texas Red MLL mutant peptide, fluorescence polarization | Potency, µM (highest dose often 61.6 µM), for inactives: top-dose FP activity change, negative = inhibition, actives largely listed as inhibitors | 0.23% of 270,000 active | AID 1768; active = well fitted inhibition curve with a large enough effect in the polarisation, with a control signal flat, not every such curve was filed as active; inconclusive = small, poorly fitted or top-dose-only effect, or effect the other way, or a change in a side signal; inactive = no such curve, though single readings can be large or run the other way; the % refers to the polarisation; note: potency is the fitted concentration of half-maximal effect; % of control where 0% means no effect; many of its hits are not listed in these tables
# GALK inhibitor – blocks human galactokinase activity. Purified GALK, Kinase-Glo residual ATP luminescence. 0.007% of 270,000 active. AID 1868. P51570. Potency, µM (top dose mostly 57.5 µM), for inactives: at the highest dose activity change, negative = inhibition, usual class: inhibitors; note: potency is the fitted concentration of half-maximal effect; % is set by controls: 0 for no effect and ±100 for the full control effect
# Target sequence (P51570 whole entry, looked up): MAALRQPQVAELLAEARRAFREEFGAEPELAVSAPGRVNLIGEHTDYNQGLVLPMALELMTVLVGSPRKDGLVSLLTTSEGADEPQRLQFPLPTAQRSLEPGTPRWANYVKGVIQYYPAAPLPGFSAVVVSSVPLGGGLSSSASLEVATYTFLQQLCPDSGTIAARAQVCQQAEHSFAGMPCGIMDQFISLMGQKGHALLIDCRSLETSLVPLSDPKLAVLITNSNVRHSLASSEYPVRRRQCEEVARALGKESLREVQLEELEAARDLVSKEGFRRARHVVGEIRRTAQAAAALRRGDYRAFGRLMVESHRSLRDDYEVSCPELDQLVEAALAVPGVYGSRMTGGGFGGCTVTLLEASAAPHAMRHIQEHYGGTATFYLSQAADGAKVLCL
#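 The enzyme phosphorylates galactose (100 uM) using ATP (35 uM); inhibition is detected as higher residual ATP, quantified by bioluminescence after 1 h reaction at room temperature, pH 8.0.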
# FBPA coupling cs – counter-screen for Giardia aldolase inhibitors: coupling enzyme system. coupling enzyme system counterscreen, AmpLite Red fluorescence. activity change, negative = inhibition, % at 58.2 µM, hits read low. 0.67% of 290,000 active. AID 2472; in the data active = activity change below about -30%; note: % is set by controls: 0 for no effect and ±100 for the full control effect
#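 Fluorescence at 525 nm excitation and 598 nm emission measured inhibition of the coupled detection system without aldolase. Compounds (at 57.5 uM final) were preincubated 10 min at room temperature with coupling enzyme reagent before a 20 min substrate/AmpLite Red step.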
# TRPV1 ag – activates the human vanilloid receptor TRPV1; Q8NER1; TRPV1-expressing cells, Fluo-8 calcium influx, agonist mode; activation, % at 8.33 µM; 0.19% of 320,000 active; AID 540275; in the data active = activation above about 80%; inconclusive = between about 30% and that limit; note: 0% is about no effect
#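 Cells expressing TRPV1 were dye-loaded with Fluo-8 and read kinetically: 10 s baseline, 3 min after compound (agonist portion), then 2 min after EC20 capsaicin (allosteric enhancer portion). Calcium-bound dye fluorescence at 480/520 nm.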
# * hit, by the source's call; ? = inconclusive; . = not tested or not shown; [ ] = remark or other dose. Unless noted, calls come from the whole dose curve; as a rule, active = well fitted curve in the direction sought with a large enough effect; inconclusive = small, poorly fitted or top-dose-only effect, or another doubt; inactive = no such curve, though single readings can be large; an effect the other way counts as inactive or inconclusive. Not all compounds are listed. The share of hits here may be higher or lower than overall.
SMILES	hERG WT inh	Giardia kill	CXXC DNA block	USP2a inh	PKM2 activator	B2AR arrestin	KCNH2 3.1 inh	Menin MLL FP TR	GALK inhibitor	FBPA coupling cs	TRPV1 ag
O=C(Cc1cccc([N+](=O)[O-])c1)Nc1cccc(C(=O)N2CCCCC2)c1	-8	31[activator]	.	1%	.	0.3%	1	.	.	.	.
CCOc1ccccc1NC(=O)c1ccc(NC(=O)c2ccco2)cc1	10	4	9%	0%	-22%	0.0%	-31	30%	0%	2	5
O=C(O)c1cc2c(s1)-c1ccccc1OC2	-3	-4	-2%	-1%	-12%	0.0%	4	15%	6%	-1	-2
CCOc1ccc(S(=O)(=O)NCc2ccc3c(c2)OCO3)cc1C(=O)O	-15	6	11%	7%	.	0.3%	9	-15%	-3%	-3	1
CC1(C)CC(=O)C(Sc2ccccc2C(=O)O)=C(O)C1	-1	-3	7%	6%	12%	-0.1%	3	-8%	2%	4	-5
O=[N+]([O-])c1ccc(NS(=O)(=O)N2CCOCC2)cc1	8	-7	.	3%	.	0.0%	23	.	.	.	.
COc1ccc2nc(C)c(C(N)=O)cc2c1	-14	-14	7%	4%	6%	-0.5%	-3	8%	-2%	0	0
CC(=O)Nc1sc(N/N=C\c2cccc(Cl)c2)nc1-c1cccs1	-1	11	-4%	2%	?	-0.6%	11	?	-2%	2	-11
COC(=O)[C@]1(Cc2ccccc2)N[C@H](c2ccc(-c3ccc4c(c3)OCO4)cc2)[C@@H]2C(=O)N(C)C(=O)[C@@H]21	-5	-7	.	-5%	.	-0.9%	22	.	.	.	5
O=C(Nc1cccc(F)c1)N(Cc1ccc(Cl)cc1)CC(O)C(F)(F)F (stereo not given)	-1	-10	-10%	4%	-1%	-1.1%	0	25%	0%	-3	20
O=C(CNCc1ccc(Cl)cc1)Nc1cccc(C(=O)O)c1	4	-5	?	-6%	-17%	-0.9%	22	5%	-1%	-3	-5
Cc1cc(C)nc(SCc2cc(=O)c(OC(=O)c3ccco3)co2)n1	7	-3	219%[activator]	0%	-1%	0.2%	2	0%	0%	3	3
Cc1cc(=S)[nH]c2ccccc12	1	7	-7%	0%	2%	0.5%	-36	8%	-1%	3	4
CCC(C)N(C(=O)COC(=O)/C=C/c1ccc(O)c(OC)c1)C1CCS(=O)(=O)C1 (stereo not given)	-24	18	-25%	2%	3%	0.2%	11	-3%	-1%	1	1
O=C1[C@H]2[C@@H](c3ccc(F)cc3)N3C(=O)N(c4ccccc4)C(=O)[C@@]3(Cc3ccccc3)[C@H]2C(=O)N1C1CCCCC1	1	47[activator]	.	-1%	.	0.2%	-7	.	.	.	5

SMILES	hERG WT inh	Giardia kill	CXXC DNA block	USP2a inh	PKM2 activator	B2AR arrestin	KCNH2 3.1 inh	Menin MLL FP TR	GALK inhibitor	FBPA coupling cs	TRPV1 ag
c1ccc(CSc2nnc(Cc3ccccc3)o2)cc1	-4	6	-4%	-2%	0%	0.3%	-6	-6%	3%	-5	27
COc1ccc(N2C3=[N+](CC2(C)O)c2ccccc2CC3)cc1 (stereo not given)	18	7	-5%	-6%	-5%	1.2%	-11	-14%	5%	0	3
CCC(NC(=O)CCC(=O)N1CCN(S(=O)(=O)c2ccc(C)cc2)CC1)c1ccc(C)cc1 (stereo not given)	29	37[activator]	.	-2%	.	-0.8%	1	.	.	.	0
CC1(C)CC(=O)C=C(Nc2ccccn2)C1	-7	-9	-10%	-2%	-14%	3.2%	-6	-11%	1%	-3	-2
Cc1ccc(Cn2nnc3c(=O)n(CC(=O)c4ccccc4)cnc32)cc1	17	-13	15%	3%	-5%	0.0%	3	6%	-2%	2	?
COC(=O)C(Cc1ccc(OC(=O)c2ccccc2C)cc1)N1Cc2ccccc2C1=O (stereo not given)	0	7	45%[activator]	-5%	6%	0.7%	-2	0%	1%	-6	4
C=C(C)C1CC=C(C)/C(=N/NC(=O)CCCNc2cccc(C)c2)C1 (stereo not given)	-5	3	13%	-2%	-2%	-0.7%	4	-3%	-4%	-4	21
COc1cccc(CC(=O)N2CCC(CCC(=O)Nc3cccc(OC)c3)CC2)c1	-7	-2	18%	1%	.	0.4%	4	.	5%	.	1
Cc1cc(CN(C)C(=O)CC2C(=O)NCCN2Cc2c(F)cccc2Cl)n[nH]1 (stereo not given)	-79*	-11	37%[activator]	2%	10%	-0.4%	-15	-27%	-2%	-17	4
Cc1nc2c(C(=O)Nc3ccc(N4CCCC(O)C4)cc3)snc2c(=O)[nH]1 (stereo not given)	0	-18	-9%	10%	-4%	-0.1%	-9	.	1%	-3	0
O=C(Nc1ccccc1)c1cccc(S(=O)(=O)Nc2ccccn2)c1	-4	0	-4%	1%	-14%	5.9%	-3	16%	2%	2	1
COc1cc(OC)cc(-c2nc3ccccc3c(=O)n2NC(=O)c2cccnc2Cl)c1	9	-6	8%	8%	-8%	0.1%	-6	-1%	1%	0	2
O=C(CSc1ccccc1F)NC(=O)c1ccc(Cl)cc1	-5	-12	.	1%	.	-0.5%	0	.	.	.	.
O=C(COC(=O)[C@@H]1CCCN1S(=O)(=O)c1ccc(Cl)cc1)NC12CC3CC(CC(C3)C1)C2	9	6	-2%	3%	2%	0.0%	-13	-7%	1%	-2	17
Cc1sc2nc(CN3CCCC3)nc(N3CCN(S(=O)(=O)c4cccc(F)c4)CC3)c2c1C	1	-17	.	-1%	.	0.2%	-12	.	.	.	0

SMILES	hERG WT inh	Giardia kill	CXXC DNA block	USP2a inh	PKM2 activator	B2AR arrestin	KCNH2 3.1 inh	Menin MLL FP TR	GALK inhibitor	FBPA coupling cs	TRPV1 ag
C[C@H](CO)N1C[C@H](C)[C@@H](CN(C)S(=O)(=O)c2ccccc2)Oc2c(NC(=O)Cc3ccccc3)cccc2C1=O	1	-6	.	3%	.	0.0%	-3	.	.	.	.
COc1ccc(C2CC(C(F)(F)F)n3nc(C(N)=O)c(Cl)c3N2)cc1OC (stereo not given)	-17	-3	1%	1%	-1%	0.4%	5	-12%	2%	5	-2
CC(C)(C)c1ccc(C(=O)CC(Sc2ccc(Cl)cc2)C(=O)O)cc1 (stereo not given)	-4	-1	-18%	-1%	21%	-0.2%	-2	-15%	4%	22	0
Cc1ccc(C2(C)NC(=O)N(CC(=O)Nc3cccnc3Cl)C2=O)cc1 (stereo not given)	-13	-8	-6%	1%	-2%	-0.4%	7	-6%	1%	-6	1
Cc1noc(C)c1-c1nc(CS(=O)(=O)c2ccc(Cl)cc2)no1	-8	11	0%	-1%	-3%	-0.4%	0	.	.	7	5
C[N+]1=C2CCCCCN2C(O)(c2ccccc2)C1 (stereo not given)	-18	3	3%	-5%	-12%	-3.4%	11	-6%	-2%	-5	-3
CCOC(=O)CN(Cc1ccc(OC)c(OC)c1)S(=O)(=O)c1ccc(OC)cc1	-6	13	0%	3%	-4%	0.3%	-11	2%	-1%	-2	1
CC(C)CC(NC(=O)C(Cc1ccc(OCc2ccccc2)cc1)NC(=O)OC(C)(C)C)C(N)=O (stereo not given)	-9	-6	-3%	-1%	1%	0.2%	-3	30%[activator]	0%	-9	-3
CCOC(=O)C(C(=O)Nc1cccc(C)n1)C1CCCCC1 (stereo not given)	5	7	-1%	0%	-2%	-0.9%	-5	-9%[11.7 µM]	0%	-1	.
Cc1c(F)cccc1NS(=O)(=O)c1ccccc1C#N	1	5	-3%	2%	12%	0.0%	1	13%	-2%	2	0

# Screening results deposited in PubChem by National Center for Advancing Translational Sciences (NCATS).
